# S3 lipid droplet: qHTS Assay for Lipid Storage Modulators in Drosophila S3 Cells | Drosophila S3 cells, BODIPY lipid droplet fluorescence, 18-24 h; cells fed with added oleic acid | lipid storage change, negative = inhibition, % at the top dose, mostly 46.1 µM; hits show Potency in µM | 0.64% of 320,000 active; active means well fitted inhibition curve with a large enough effect in the signal ratio, with a control signal flat, not every such curve was filed as active; inconclusive means small, poorly fitted or top-dose-only effect, or effect the other way, or a change in a side signal; the % refers to the signal ratio
#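 Drosophila S3 cells got compounds at several concentrations plus oleic acid (400 uM solution). Laser-scanning cytometry with 488 nm excitation read lipid droplets at 500-530 nm and cells at 575-640 nm. Percent activity was relative to 20 uM Triacsin C.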
# S3 lipid droplet cell count max: also measured in S3 lipid droplet; calls as there; cell number change, %; measured here: cell count max response;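 cells counted by Cell Tracker Red CMTPX staining in the red channel; peak over a dose series mostly up to 46.1 µM; percent activity relative to internal control wells on each plate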
# * = called active by the depositor; i = inactive; ? = inconclusive; · = not tested or not shown; [ ] = another dose, or the depositor's remark. On the % scale 0 is the no-effect control and ±100 the full control effect; potency means the concentration at half of the fitted maximal effect. This is a subset. The share of hits here may be higher or lower than overall.
# Preview, 6 compounds:
# Values run as follows: S3 lipid droplet	S3 lipid droplet cell count max
CCC(=O)N1CCc2cc(Br)cc(S(=O)(=O)N(C)c3ccc(OC)cc3OC)c21
    4%	3
Nc1c(Cl)cc(C2=NCCn3c2c2ccc(C(F)(F)F)cc2[n+]3[O-])cc1Cl
    ?	·
CCc1ccc(C(C(=O)NC(C)(C)CC)N(Cc2ccco2)C(=O)Cn2nnc3ccccc32)cc1 (stereo not given)
    -18%	9
Cc1sc2nc(CC(=O)N3CCCC3)[nH]c(=O)c2c1C
    ?	·
C=C(C)Cn1c(Sc2nc3ccccc3[nH]2)nc2c1c(=O)[nH]c(=O)n2C
    ?	·
Cc1cccc(C)c1NC(=O)COC(=O)c1ccccc1O
    ?	·

# Main list, repeating the preview:
# Values run as follows: S3 lipid droplet	S3 lipid droplet cell count max
CCC(=O)N1CCc2cc(Br)cc(S(=O)(=O)N(C)c3ccc(OC)cc3OC)c21
    4%	3
Nc1c(Cl)cc(C2=NCCn3c2c2ccc(C(F)(F)F)cc2[n+]3[O-])cc1Cl
    ?	·
CCc1ccc(C(C(=O)NC(C)(C)CC)N(Cc2ccco2)C(=O)Cn2nnc3ccccc32)cc1 (stereo not given)
    -18%	9
Cc1sc2nc(CC(=O)N3CCCC3)[nH]c(=O)c2c1C
    ?	·
C=C(C)Cn1c(Sc2nc3ccccc3[nH]2)nc2c1c(=O)[nH]c(=O)n2C
    ?	·
Cc1cccc(C)c1NC(=O)COC(=O)c1ccccc1O
    ?	·
COCCCNC(=O)c1cccc(NC(=O)c2ccccc2)c1
    ?	·
O=C(COc1ccc(Cl)cc1)N/N=C/CCc1ccccc1
    ?	·
NC(=O)CN1C(=O)NC2(CCCc3ccccc32)C1=O (stereo not given)
    ?	·
O=C1C(c2c(O)[nH]c3ccccc23)=Nc2ccccc21
    9%	16
Cc1cc(C)n2nc(SCC(=O)N(C)C3CCCCC3)nc2n1
    ?	·
Nn1c(SCC(=O)Nc2ccc(OC(F)F)cc2)nnc1-c1ccco1
    2%	15
CCOc1ccc(NC(=O)CCC(=O)NNC(=O)COc2ccc(C)cc2)cc1
    -12%	10
COc1ccc(C2(C(=O)Nc3ccccc3)CCOCC2)cc1
    1%	9
COc1ccc(C2CC(c3ccccc3)=NN2C(=O)CN2N=NC3C(=O)N(c4cccc(F)c4)C(=O)C32)cc1 (stereo not given)
    ?	·
CC(C)N(C)C(=O)CCc1nnc(CCc2c[nH]c3ccccc23)o1
    -6%	-2
COc1ccc(C(=O)N2CCN=C2SC)cc1OC
    ?	·
O=[N+]([O-])c1ccc(NC2CCCC2)cc1
    ?	·
Cc1ccc(CN2CCN(Cc3nc(C(C)C)cs3)CC2CCO)cc1 (stereo not given)
    -1%	-6
O=C(O)c1cccc2c1C(=O)c1ccc(-c3ccc(F)cc3F)cc1S2(=O)=O
    i	2
Cc1c(NC(=O)COc2c(F)c(F)c(F)c(F)c2F)c(=O)n(-c2ccccc2)n1C
    ?	·
CSCCC(NC(N)=O)C(=O)N(C)CC(=O)Nc1cc(C)ccc1C (stereo not given)
    ?	·
COC(=O)CCCC1=CC2=CC(=O)C(C)(OC(=O)c3cccs3)C(=O)C2=CN1CCCCO (stereo not given)
    2%	4
CCC(Sc1nc(-c2ccccc2)c(C#N)c(=O)[nH]1)C(=O)Nc1cc(C)on1 (stereo not given)
    i	25
CC(C)c1nc2oc3ccccc3c(=O)c2c(=O)n1-c1ccccc1
    ?	·
Cc1cccc2cc(C(c3nnnn3C(C)(C)C)N3CCN(C(=O)c4ccco4)CC3)c(=O)[nH]c12 (stereo not given)
    i	·
Cc1ccc(C(=O)O)cc1-c1ccc(/C=C2\SC(=O)N(CC(=O)Nc3ccccc3)C2=O)o1
    ?	·
COc1nc(OCCNS(=O)(=O)c2ccc(C)cc2)nc(N(C)C)n1
    17%	16
COc1ccc(C(=O)CN(C(=O)c2ccc(Cl)cc2)N2C(=O)c3ccccc3C2=O)cc1
    ?	·
CCCNC(=O)OCc1cccnc1Sc1ccc(C)cc1
    ?	·
O=c1c2cc(Cl)ccc2nc(-c2ccc(Cl)c(Cl)c2)n1O
    ?	·
O=C(NCc1ccncc1)C(=O)Nc1nc2ccccc2s1
    ?	·
O=C(OCCOCCN=C1NS(=O)(=O)c2ccccc21)c1ccccc1
    ?	·
O=C(OCc1cc2ccccc2[nH]c1=O)C1CCCO1 (stereo not given)
    ?	·
CC1(C)C(c2ccccc2)=NC(c2ccccc2)N1O (stereo not given)
    i	·
COc1ccc(C(=O)c2sc(Nc3ccccc3)nc2N)cc1
    ?	·
Cc1ccc(C(=O)NCCN2CCCC2)cc1
    0%	17
COc1cccc(-n2c(CNC(=O)OC(C)(C)C)n[nH]c2=S)c1
    5%	1
CC(C)=Cc1oc2ccc([N+](=O)[O-])cc2c1N1CC(C)OC(C)C1 (stereo not given)
    2%	9
CN(C)c1ccc(/C=C/c2cc[n+](C)cc2)cc1
    ?	·
N#Cc1c(NC(=O)COC(=O)c2ccc(O)cc2O)sc2c1CCC2
    7%	-12
NC(=O)c1nn(-c2cccc(Cl)c2)c(=O)cc1O
    -14%	-4
CN1CCC(=NNC(=O)CN(c2ccc([N+](=O)[O-])cc2)S(=O)(=O)c2ccccc2)CC1
    ?	·
CCOc1ccccc1/C=N/n1c(C)nc2ccccc2c1=O
    ?	·
Brc1cccc(/C=N/Nc2nn[nH]n2)c1
    i[9.22 µM]	·
O=C(c1ccc(F)cc1)n1c(NCc2ccccc2)n[nH]c1=S
    ?	·
Cc1ccc(CNC(=O)C(=O)NCC2CCCO2)cc1 (stereo not given)
    1%	-2
O=C(COC(=O)C1=COCCO1)Nc1cc(S(=O)(=O)N2CCCCC2)ccc1Cl
    ?	·
O=C(Nc1ccc2ccccc2c1)N1CCN(c2ncccc2C(F)(F)F)CC1
    ?	·
COC(=O)C1C2C=CC3(CN(CCc4ccccc4)C(=O)C13)O2 (stereo not given)
    2%	21
Cc1cc(-c2[nH]nc3c2C(c2ccsc2)C(C#N)=C(N)O3)c(C)s1 (stereo not given)
    ?	·
CC(O)C(=O)N/N=C/c1cccc(Cl)c1Cl (stereo not given)
    ?	·
COc1ccc(C(=O)Oc2cccnc2)cc1OC
    i	·
CCCCCC(=O)Nc1c(-c2cccs2)c(=O)c2ccccc2n1C
    ?	·
CCOC(=O)c1ccc(N2C(=O)c3n[nH]c(-c4ccco4)c3C2c2cccc([N+](=O)[O-])c2)cc1 (stereo not given)
    5%	·
Cc1cc2nccc(-c3ccc(Cl)cc3Cl)n2n1
    ?	·
CCOc1ccccc1OCc1nn2c(COc3ccccc3)nnc2s1
    i	·
COc1ccc(-c2nc(CS(=O)CC(=O)NC3CCCCC3)c(C)o2)cc1OC (stereo not given)
    ?	·
COc1ccc(C(=O)NCCc2c[nH]c3ccccc23)cc1S(=O)(=O)N1CCOCC1
    ?	·
Cc1cn2c(N)c(/C=C3\C=Nc4ccccc43)c(=O)nc2s1
    2%	13

# Filtered by structure, the compounds so far with a CF3 group
# Values run as follows: S3 lipid droplet	S3 lipid droplet cell count max
Nc1c(Cl)cc(C2=NCCn3c2c2ccc(C(F)(F)F)cc2[n+]3[O-])cc1Cl
    ?	·
O=C(Nc1ccc2ccccc2c1)N1CCN(c2ncccc2C(F)(F)F)CC1
    ?	·

# More results
# Values run as follows: S3 lipid droplet	S3 lipid droplet cell count max
O=C(N/N=C/c1ccccn1)c1ccccc1
    ?	·
Nc1cc(C(=O)O)c(N)c2c1C(=O)c1ccccc1C2=O
    ?	·
Cc1nc2c3cc(Cl)ccc3n(CCN3CCOCC3)c2s1
    ?	·
Cc1ccc(S(=O)(=O)/C(C#N)=C/c2c(N3CCC(C(N)=O)CC3)nc3ccccn3c2=O)cc1
    ?	·
CCCCn1c(NS(=O)(=O)c2ccccc2)c(S(=O)(=O)c2ccc(C)cc2)c2nc3ccccc3nc21
    -3%	-13
O=C(NNC1=NCCC1)C1CC1
    ?	·
COc1ccc(/C=C2/N=C(SC)NC2=O)cc1OC
    -2%	-1
O=C(c1ccccc1Br)N1N=C(c2ccccc2)CC1c1ccccc1F (stereo not given)
    ?	·
FC(F)(F)c1cccc(NC(=S)NCc2ccccc2)c1
    ?	·
Cc1ccc(NC(=O)C(SCC(=O)O)c2ccccc2)cc1C (stereo not given)
    0%	0
CSc1ccccc1-c1nnc(-c2ccc(Cl)cc2Cl)o1
    ?	·
COc1ccc(N2CCN(c3ncccc3C#N)CC2)cc1
    ?	·
O=C(COC(=O)Cc1cccc(C(F)(F)F)c1)Nc1ccccc1
    1%	13
COc1ccc(S(=O)(=O)O)cc1P(=O)(c1ccccc1)c1ccccc1
    3%	·
O=C(O)c1ccc(-n2cccc2/C=C2/NC(=O)N(c3cccc(Cl)c3)C2=O)cc1
    12%	0
Cc1[nH]oc(=O)c1N=Nc1ccccc1
    17%	12
CCOC(=O)N1CCN(Cc2nc3c(c(=O)n(C)c(=O)n3C)n2Cc2cccc3ccccc23)CC1
    ?	·
Cc1cc(C)c(OCC(=O)OCC(=O)N2CCN(C(=O)c3ccco3)CC2)c(C)c1
    ?	·
CCc1ccc(-c2cn3nc(-c4ccccc4)cnc3n2)cc1
    -32%	-24
CC1CC(=O)N(Cc2ccccc2)c2ccccc2N1C=O (stereo not given)
    i	-10
C[C@@H](NC(=O)c1[nH]cnc1C(=O)Nc1cccc(Cl)c1)c1ccccc1
    ?	·
Nc1nnc(SCC(=O)Nc2ccccc2)s1
    -11%	-3
CN(C)c1ccc(/C=N/N2CCN(Cc3ccccc3Cl)CC2)cc1
    i	22
CCc1c(C)nc2ncnn2c1N1CCCC(C(=O)Nc2cc(F)ccc2C)C1 (stereo not given)
    ?	·
Cc1ccc(NC(=O)C2=CC=CN3CCS(=O)(=O)N=C23)cc1
    ?	·
O=C(Nc1cccc2cccnc12)c1ccc(Br)o1
    ?	·
CCCCC(=O)N/N=C(/C)C1=C(C)C(C)(C)OC1=O
    ?	·
CCN1C(=O)[C@H]2[C@@H](c3ccc(C)cc3)N3C(=O)N(c4cccc(Br)c4)C(=O)[C@@]3(CC(C)C)[C@H]2C1=O
    ?	·
O=C(CC1C(=O)NCCN1Cc1ccccc1C(F)(F)F)NC1CCC1 (stereo not given)
    ?	·
Cn1c(=O)c2c(ncn2CC(=O)OCC(=O)NC(c2ccccc2)c2ccccc2)n(C)c1=O
    2%	·
CCOC(=O)N1CCN(C(=O)C2CCCN(S(=O)(=O)c3c(C)cc(C)cc3C)C2)CC1 (stereo not given)
    ?	·
COc1cc(S(=O)(=O)NC2CCCCC2)ccc1Cl
    ?	·
O=C(NC1CC1)C1CC(=O)N(c2cccc(Cl)c2Cl)C1 (stereo not given)
    ?	·
CCOC(=O)Nc1sc2c(c1C#N)CCC(C)C2 (stereo not given)
    2%	-28
C/C(=N\Nc1nccnc1Cl)c1ccc(Br)cc1
    ?	·
O=C(NCc1ccccc1Cl)C1CCC(=O)N(C2CC2)C1 (stereo not given)
    -3%	0
COc1cc(OC)cc(-c2c(-c3cccs3)c3cc(-c4ccc(OC)c(OC)c4)ccc3n2C)c1
    ?	·
Cc1noc(C)c1COc1cccc(C(=O)OCCOc2ccc(F)cc2)c1
    15%	15
CC(C)c1ccc(OCC(=O)N(Cc2ccccc2)c2ccccn2)cc1
    ?	·
CCn1c(C)nc2c(=O)oc3ccccc3c21
    ?	·
COc1cc2c(C(=O)NCCCN3CC(C)CC(C)C3)cn(CC(C)C)c(=O)c2cc1OC (stereo not given)
    ?	·
O=C(Nc1ccc(Cl)cn1)c1ccc(Br)c(S(=O)(=O)N2CCCCC2)c1
    11%	-9
Fc1cccc(Cl)c1CNCc1cccnc1
    4%	-20
CCc1nnc(NC(=O)c2cnccn2)s1
    ?	·
COc1ccc(NC(=O)c2nc(C)c(C3(C)CC(c4cccnc4)=NO3)s2)cc1 (stereo not given)
    ?	·
Cc1c(C(=O)NCc2cccnc2)oc2ccccc12
    19%	-24
COc1ccc(CNC(=O)c2ccccc2SCC(=O)N2CCCC2)cc1OC
    ?	·
CCN(CC)S(=O)(=O)c1cccc(N2CC(O)=C(c3ccccc3)C2=N)c1
    1%	17
CCCC(=O)c1cc(F)c(N2CCOCC2)cc1C
    ?	·
COc1ccc(CCNC(=O)COC(=O)/C=C/c2ccc(OC)c(OC)c2)cc1
    -15%	-7
N#Cc1nc(COc2ccc(Cl)cc2)oc1NCc1ccc2c(c1)OCO2
    ?	·
COC(=O)C1=C(C(=O)OC)[C@@H]2N(C)c3ccccc3[C@@]23C[C@@H](C(=O)OC)N(C(=O)CC(C)C)C3=N1
    -2%	3
COc1ccccc1CNC(=O)[C@H](C)NC(=O)C1CCN(C(=O)[C@H](CCSC)NC(=O)OC(C)(C)C)CC1
    -14%	2
Cc1ccc(NC(=O)C2CCN(c3nc(C)cc(C)n3)CC2)cc1
    ?	·
O=C(NC1CCN(C(=O)C2CCCCC2)CC1)c1ccccc1
    -15%	-8
Cc1ccc(-n2c(C)c([N+](=O)[O-])c3ccc(O)cc32)cc1
    4%	-12
Cc1ccccc1-n1ncc2c1CC(C)(C)CC2NC(=O)c1cn[nH]c1C (stereo not given)
    ?	·
Cc1cc(C)c2c(n1)sc1c(=O)n(-c3ccccc3)c(=O)[nH]c12
    27%	-6
CCn1c2ccccc2c2cc(NC(=O)CNC)ccc21
    3%	19
Cc1ccc(C(=O)C(C)OC(=O)Cn2[nH]c(=O)c3ccccc3c2=O)cc1 (stereo not given)
    i[0.369 µM]	7
CCn1c(COc2cccc3ccccc23)nnc1SCC(N)=O
    ?	·
CC(=O)Nc1cc2nn(-c3ccccc3)nc2cc1C
    -28%	12

# Bioassay records (PubChem)
